Pf growth 96h: inhibits malaria parasite growth, 96 h | P. falciparum luciferase reporter growth, 96 h | Potency, µM (top dose mostly 28.7 µM), for inactives: at the top dose activity change, negative = inhibition, actives largely listed as inhibitors | 6.9% of 320,000 active | AID 504834; also: potency is read from the fitted curve at half-maximal effect; % is scaled to controls: 0 for no effect and ±100 for the full control effect
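Plates of compound plus infected erythrocytes (2% hematocrit, 0.05% parasitemia final) incubate 96 hours, 37 C, 5% CO2. Detection reagent added; reduced luminescence from the parasites' luciferase reporter flags inhibition.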
Pf growth 48h: P. falciparum growth inhibition at 48 hours (one generation). 5.9% of 310,000 active. Potency, µM (top dose mostly 28.7 µM), for the others: at the highest dose activity change, negative = inhibition, actives largely listed as inhibitors. P. falciparum luciferase growth in erythrocytes, 48 h; also: potency is read from the fitted curve at half-maximal effect; % is scaled to controls: 0 for no effect and ±100 for the full control effect
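A one-generation exposure of luciferase-tagged malaria parasites in RPMI 1640/Albumax erythrocyte culture, 37 C and 5% CO2. Inhibition is inferred from decreased luminescence after adding detection reagent.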
Shiga toxin inh: Shiga toxin inhibition; Vero cells, Shiga toxin protein synthesis inhibition reporter; inhibition, % at 38.7 µM; 9.2% of 290,000 active; in the data active = inhibition mostly above about 28%, no sharp cut-off; inactive = mostly below about 43%; also: 0% is about no effect
HCV inhibitor: HCV inhibition; Huh7.5.1 HCVcc-Cre infection, luciferase reporter, 44 h; Potency, µM (series often up to 41.8 µM), for inactives: at the top dose activity change, negative = inhibition, actives largely listed as inhibitors; 3.4% of 340,000 active; AID 651820; also: potency is read from the fitted curve at half-maximal effect; % is scaled to controls: 0 for no effect and ±100 for the full control effect
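Infectious HCV cell culture screen: compound-treated cells (1,000/well, pre-plated 4 h) are infected with HCVcc-Cre at roughly 0.5 moi and grown 44 h. Infection is quantified by luciferase signal after 15 min substrate incubation at room temperature.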
FBPA Giardia inh: Giardia lamblia aldolase inhibition. 0.71% of 290,000 active. AID 2451. Potency, µM (series often up to 59.6 µM), for the others: at the highest dose activity, negative = inhibition, most hits filed as inhibitors. A8B2U2. purified Giardia FBPA; also: potency is read from the fitted curve at half-maximal effect; % is scaled to controls: 0 for no effect and ±100 for the full control effect; nearly all actives have a fitted effect of over 55% in size
Target sequence (A8B2U2 whole entry, looked up): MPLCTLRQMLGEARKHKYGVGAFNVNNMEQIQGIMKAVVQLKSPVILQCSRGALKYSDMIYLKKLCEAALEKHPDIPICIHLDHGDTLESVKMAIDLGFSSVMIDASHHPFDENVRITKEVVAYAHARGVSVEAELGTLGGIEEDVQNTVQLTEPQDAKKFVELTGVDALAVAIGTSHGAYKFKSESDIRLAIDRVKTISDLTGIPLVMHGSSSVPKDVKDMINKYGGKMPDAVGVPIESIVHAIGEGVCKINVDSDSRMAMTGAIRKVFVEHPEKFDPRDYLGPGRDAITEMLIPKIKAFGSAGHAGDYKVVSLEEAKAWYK
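40 nM FBPA preincubated 10 min at RT with compound (up to 57.5 uM final), then substrate plus GAPDH/TPI/NAD/arsenate coupling and diaphorase/resazurin added. Fluorescence read after 20 min at RT, 525/598 nm.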
CHX counter: counter-screen hit for Shiga toxin inhibitors, cycloheximide. cell reporter, cycloheximide protein synthesis inhibition counterscreen. max response, %. 12% of 300,000 active; in the data active = max response mostly above about 13%, no sharp cut-off; inactive = mostly below about 14%; also: read at 38.3 µM for the half of the compounds with a filed dose; 0% is about no effect
An asterisk follows results filed as active; ? = inconclusive; · = no result given; [ ] = another dose, or the depositor's remark. Unless noted, calls follow the shape of the dose curve; as a rule, active = well fitted curve in the direction sought with a large enough effect; inconclusive = small, poorly fitted or top-dose-only effect, or another doubt; inactive = no such curve, though single readings can be large; an effect the other way counts as inactive or inconclusive.

Values in the order – Pf growth 96h	Pf growth 48h	Shiga toxin inh	HCV inhibitor	FBPA Giardia inh	CHX counter
- C[C@@H](NC(=O)OC(C)(C)C)C(=O)NCC1CCC(C(=O)N[C@@H](Cc2ccccc2)C(=O)O)CC1 (some centres not stated)
  -3.0%	-7.1%	2.7	21.0%	6.5%	3.0
- O=C(Nc1ccc(Cn2ccnc2)cc1)c1cccc(C(F)(F)F)c1
  ?	?	-7.3	-14.5%	19.4%	2.7
- COc1ccccc1N1CC(O)=C(c2nc3ccccc3c(=O)[nH]2)C1=N
  6.4%	9.28µM*	-3.4	?	-21.8%	16.0
- Cc1cc(-c2nnc(SCC(=O)Nc3ccccc3C)n2N)n[nH]1
  ?	-16.4%	0.7	12.8%	·	5.5
- CCCCOC(=O)Nc1ccc(S(=O)(=O)Nc2onc(C)c2C)cc1
  -10.8%	-2.2%	10.8	10.5%	4.7%	-3.4
- O=C(N/N=C/c1ccc(OC(=O)c2ccccc2Cl)cc1)c1cc(O)cc(O)c1
  ?	73.9%[activator]	27.7	2.7%	-3.6%	11.2
- CC(=O)Nc1nc2ccccc2n1Cc1ccc(Cl)cc1
  ?	2.94µM*	34.7	-17.5%	-24.8%	-1.9
- CCN(CC)CCNC(=O)c1cc2c(-c3ccc(Cl)cc3)nn(C)c2s1
  -26.3%	·	12.2	?	-2.1%	11.6
- CNC(=O)N1c2ccccc2C=Cc2ccccc21
  -13.3%	-13.0%	-6.1	2.1%	2.6%	-2.8
- O=C(CN(c1ccc2c(c1)OCCO2)S(=O)(=O)c1ccccc1)NCC1CCCO1 (configuration not stated)
  ·	6.8%	2.9	-3.9%	-0.4%	6.2
- CCCCCOC(=O)C1=C(C)Nc2ncnn2C1c1cccs1 (configuration not stated)
  ·	?	4.1	?	-9.5%	-1.4
- Cc1nc2cc(NS(=O)(=O)c3ccc(Br)cc3)ccc2n1C
  ?	9.6%	-3.2	-15.0%	-3.6%	5.6
- O=C(Nc1ccncc1)C1COc2ccccc2O1 (configuration not stated)
  ?	20.6%	49.4	3.7%	1.8%	11.5*
- Cc1ccc(C(=O)NCc2ccccn2)cc1S(=O)(=O)N1CCCCC1
  -2.1%	?	15.5	8.0%	·	-1.4
- CCc1ccc(NC(=O)C2CCCN(S(=O)(=O)c3c(C)[nH]c(=O)[nH]c3=O)C2)cc1 (configuration not stated)
  30.5%	?	-5.2	?	5.1%	-1.6
- CCC(C)NC(=O)c1cc2c(=O)n(CC)c3ccccc3c2s1 (configuration not stated)
  ?	7.6%[0.00184 µM]	8.8	?	6.9%	11.6*
- CCc1ccccc1NC(=O)CNC(=O)c1ccccc1OCc1c(C)noc1C
  -1.4%	-16.7%	·	-0.5%[8.37 µM]	·	·
- CCN(CC)CCN(C)C1CCC(c2ccccc2)CC1 (configuration not stated)
  ?	-6.1%	25.9	?	-16.7%	-0.7
- COc1cccc(C(=O)NCCC2=CCCCC2)c1OC
  16.8%	72.2%[activator]	108.2*	5.0%	-1.8%	33.4*
- CC(C)(C)c1ccc(/C=C/C(=O)c2ccc(NC3=NCCCS3)cc2)cc1
  ?	16.5µM*	78.3*	11.2µM*	-3.9%	30.9*
- Cc1ccccc1COc1cccc(/C=N/NC(=O)c2nnn(-c3nonc3N)c2C)c1
  1.1%	?	-5.1	?	5.9%	1.1
- Cc1cc(C(=O)CN2C(=O)c3cccc(N)c3C2=O)c(C)n1Cc1cccs1
  11.1%	·	83.5*	4.7%	-1.4%	34.0*
- CCSc1nnc(N2C(=O)C(O)=C(C(=O)c3ccco3)C2c2cccc(OC)c2)s1 (configuration not stated)
  ?	-7.9%	90.0*	-5.2%	·	38.6*
- O=C(CSc1nc2ccccc2s1)NCCCN1CCOCC1
  -0.7%	·	-9.9	-4.0%	-9.6%	-0.6
- CC(=O)c1cccc(S(=O)(=O)Nc2ccc(N3CCOCC3)cc2)c1
  1.8%	-12.5%	-5.0	-9.4%	·	-2.3
- COc1cc2c(cc1NC(=O)C(C)N1CCN(S(=O)(=O)c3ccccc3[N+](=O)[O-])CC1)oc1ccccc12 (configuration not stated)
  5.86µM*	·	55.4*	?	-8.3%	27.2*
- CC1(c2ccc(OC(F)F)cc2)NC(=O)N(CC(=O)Nc2ccc3c(c2)OCO3)C1=O (configuration not stated)
  -10.4%	-0.9%	20.1	?	1.6%	-2.5
- CCCN(Cc1cc2ccc(C)cc2[nH]c1=O)S(=O)(=O)c1ccccc1
  ?	·	-10.6	?	4.2%	0.4
- NC1=NC(=O)C(c2ccccc2)O1 (configuration not stated)
  ·	·	-3.8	·	4.9%	1.3
- O=S(=O)(c1cc(O)ccc1O)c1cccc2c(S(=O)(=O)c3cc(O)ccc3O)cccc12
  13.1µM*	10.4µM*	·	10µM*	·	·

Looked up by structure from above, four records:
Values in the order – Pf growth 96h	Pf growth 48h	Shiga toxin inh	HCV inhibitor	FBPA Giardia inh	CHX counter
- O=C(CN(c1ccc2c(c1)OCCO2)S(=O)(=O)c1ccccc1)NCC1CCCO1 (configuration not stated)
  ·	6.8%	2.9	-3.9%	-0.4%	6.2
- O=C(CSc1nc2ccccc2s1)NCCCN1CCOCC1
  -0.7%	·	-9.9	-4.0%	-9.6%	-0.6
- CNC(=O)N1c2ccccc2C=Cc2ccccc21
  -13.3%	-13.0%	-6.1	2.1%	2.6%	-2.8
- COc1ccccc1N1CC(O)=C(c2nc3ccccc3c(=O)[nH]2)C1=N
  6.4%	9.28µM*	-3.4	?	-21.8%	16.0

More structures follow:
Values in the order – Pf growth 96h	Pf growth 48h	Shiga toxin inh	HCV inhibitor	FBPA Giardia inh	CHX counter
- Cc1cc2oc(C(=O)Nc3ccc(S(=O)(=O)Nc4ncccn4)cc3)cc(=O)c2cc1Cl
  2.2%	27.9%	-7.0	5.4%	?	-2.5
- O=C(CSc1nnc(Cc2ccccc2)o1)c1ccccc1
  ?	26.0%	24.3	-9.2%	-0.1%	31.7*
- Cn1cc(/C=C/c2cc[n+](C)cc2)c2cc(F)ccc21
  0.131µM*	0.262µM*	-11.4	0.562µM*	?	17.8
- OCCN1CCN(C(=S)c2ccc(Cl)cc2)CC1
  ·	5.6%	-3.1	4.7%	-16.5%	-1.3
- CCOc1ccc(NC(=O)c2cccc(OC(=S)N3CCC(C)CC3)c2)cc1
  11.7µM*	?	34.8	-7.4%	1.9%	17.1*
- CCN(CC)c1ccc(NC(=O)CN2CCN(c3ccc(F)cc3)CC2)cc1
  ?	-17.9%	-10.8	-25.7%	-10.2%	1.0
- CC(C)S(=O)(=O)c1cnc(-c2cccnc2)nc1N
  35.6%[activator]	-0.6%	5.3	8.0%	2.5%	4.9
- CCCCn1c(N)c(N(CCC(C)C)C(=O)C2CC(=O)N(c3ccccc3OCC)C2)c(=O)[nH]c1=O (configuration not stated)
  -20.3%	?	1.8	5.9%	·	-2.6
- O=C(Cc1ccccc1)Nc1ccc(N2CCCC2)cc1
  53.0%[activator]	·	30.4	-17.2%	-27.7%	15.3
- CCS(=O)(=O)N1CCN(Cc2ccccc2OC)CC1
  ?	41.1%[activator]	9.7	8.0%	-1.3%	-0.4
- CN(C)CCCNS(=O)(=O)c1ccc(Cl)s1
  ?	0.0%	-6.1	10.8%	-4.4%	-4.0
- CN1CCC(N(C)C(=O)COc2ccccc2Cl)CC1
  ?	-14.3%	·	-3.9%	·	·
- C#Cc1ccc([C@H]2C=C(C(=O)N3CCN(Cc4ccccc4)CC3)O[C@@H](OCc3ccc(CO)cc3)C2)cc1
  2.33µM*	3.29µM*	-16.8	?	-4.5%	-2.2
- Cc1ccc(-n2nc3c(c2NC(=O)c2cc4ccccc4o2)CS(=O)(=O)C3)cc1
  ?	-9.0%	-10.1	6.0%	3.7%	-3.2
- Cn1cc(S(=O)(=O)N2CCOCC2)cc1C(=O)NCc1ccc(Cl)cc1
  ?	1.7%	4.1	6.9%	-3.4%	-2.6
- O=c1[nH]c(CN2CCN(S(=O)(=O)c3ccccc3C(F)(F)F)CC2)nc2sc3c(c12)CCCC3
  ?	-23.5%	27.1	1.8%	-19.7%	4.4
- N#CC1(NC(=O)COC(=O)C2=COCCO2)CCCCC1
  40.9%[activator]	33.3%[activator]	·	8.3%	·	·
- O=C(c1cc(-c2ccc(F)cc2)on1)N1CCCCCC1
  14.7µM*	174.2%[activator]	114.8*	1.7%	5.0%	46.2*
- COCCN(C(=O)COC(=O)/C(=C/c1ccccc1)NC(C)=O)c1c(N)n(Cc2ccccc2)c(=O)[nH]c1=O
  9.7%	4.8%	-4.4	26.6%	·	-2.1
- N#C/C(=C\Nc1ccc2c(c1)OCCO2)c1nc(-c2ccccc2)cs1
  49.6%[activator]	28.2%	-7.4	?	5.4%	-2.7
- COc1ccccc1C(=O)NNc1ncc(C)s1
  ?	12.1%	-4.0	8.4%	?	-2.0
- O=C(Nc1nnc(SCc2c(Cl)cccc2Cl)s1)c1ccc2ncsc2c1
  1.3%	27.3%	2.4	·	-11.4%	-1.3
- N#CCCn1nc(-c2ccccc2)c2ccccc2c1=O
  12.5%	-7.5%	0.9	-19.7%	5.2%	-2.7
- O=C(CN1CCCC1)Nc1cc(C(F)(F)F)ccc1Cl
  -1.0%	-20.5%	-2.9	5.0%	5.4%	9.2
- N=c1sccn1CC(=O)Nc1cc(Cl)ccc1[N+](=O)[O-]
  ?	?	-2.3	?	-8.8%	-2.8
- O=C1/C(=C\c2ccc(O)c(O)c2)C(c2ccccc2)=NN1c1ccccc1
  50.0%[5.75 µM]	-15.0%	-16.6	4.9%	-11.6%	-4.4
- COc1ccccc1C1C(C(=O)c2ccc(C)o2)=C(O)C(=O)N1c1cc(C)on1 (configuration not stated)
  ?	9.1%	-7.4	2.7%	·	1.6
- CC(=O)OC1CCC2(C)C(COc3ccc4ccc(=O)oc4c3)C(C)(O)CCC2C1(C)C (configuration not stated)
  9.28µM*	?	-12.3	?	0.6%	-2.1
- CCn1c(C)c2c(C)nnc(C)c2c1C
  ?	10.6%	-2.7	?	?	-3.6
- O=C(Nc1ccccc1)c1ccn[nH]1
  ?	337.3%[activator]	94.4*	3.0%	·	38.4*

(more compounds)
Values in the order – Pf growth 96h	Pf growth 48h	Shiga toxin inh	HCV inhibitor	FBPA Giardia inh	CHX counter
- COc1ccc(CNC(=O)c2ccccc2SCC(=O)N2CCCC2)cc1OC
  -0.1%	-0.8%	·	4.1%	·	·
- Clc1ccccn1
  ?	25.0%	·	?	·	·
- CCC(c1nnnn1CCOC)N1CCN(Cc2ccccc2OC)CC1 (configuration not stated)
  0.0%	20.1%	-4.0	11.5%	2.6%	-4.7
- CC(C)(C)C(=O)NC1CC2CCCC(C1)N2C(=O)Nc1ccccc1 (configuration not stated)
  ?	?	-6.5	21.4%	2.5%	-0.9
- COc1ccc(NS(=O)(=O)c2ccc3oc(=O)c4[nH]c(=O)c(=O)n(C)c4c3c2)cc1
  10.6%	36.2%[activator]	1.1	16.6%	8.8%	0.5
- Cc1cc(C)nc(-n2nc(C)cc2NC(=O)CN2CCCC(C)C2)n1 (configuration not stated)
  103.5%[activator]	?	-9.5	3.0%	-0.1%	-2.2
- O=C(OCC(=O)N1CCOCC1)c1ccc2[nH]c3c(c2c1)CCCC3
  17.3%	26.8%	-6.4	-10.8%	1.0%	-2.4

Source: PubChem BioAssay

Compounds as they come. Share with any hit: about 24%.
